# A350 autofl – compounds fluorescent in Alexa 350 spectral region | max dye-equivalent concentration, M | 59,000 compounds, 11% hits | Compound autofluorescence, 340/450 nm, Alexa 350 dye-equivalents; stronger effect = higher value; in the data active = max dye-equivalent concentration above about 10 nM; inconclusive = mostly about 1.1 nM to 9.6 nM
# Casp7 inh – blocks human caspase-7 allosterically or competitively | AID 889 | P55210 | 75,000 compounds, 0.02% hits | Potency, µM (highest dose often 57.5 µM), for the others: at the top dose activity change, negative = inhibition, hits mostly inhibitors | recombinant caspase-7, Ac-DEVD-AFC fluorescence rate; active = well fitted inhibition curve with a large enough effect in the main read-out, with a control signal flat, not every such curve was filed as active; inconclusive = small, poorly fitted or top-dose-only effect, or a change in a side signal; also: potency is read from the fitted curve at half-maximal effect; % of control where 0% means no effect
# Target sequence (P55210 24-198 limits assumed): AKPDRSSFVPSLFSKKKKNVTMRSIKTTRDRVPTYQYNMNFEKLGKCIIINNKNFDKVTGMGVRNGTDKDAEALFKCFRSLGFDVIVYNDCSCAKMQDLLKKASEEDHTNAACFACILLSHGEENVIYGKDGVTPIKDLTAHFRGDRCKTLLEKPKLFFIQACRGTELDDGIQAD
# Target sequence (P55210 207-303 limits assumed): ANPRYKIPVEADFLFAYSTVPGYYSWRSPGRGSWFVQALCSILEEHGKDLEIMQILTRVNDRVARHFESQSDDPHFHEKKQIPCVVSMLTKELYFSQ
# Fluorescein autfl – compound fluoresces in the fluorescein spectral region | 59,000 compounds, 0.91% hits | Compound autofluorescence, 480/540 nm, fluorescein-equivalent; stronger effect = higher value | max fluorescein-equivalent concentration, M; in the data active = max fluorescein-equivalent concentration above about 10 nM; inconclusive = between about 1.1 nM and that limit
#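 Fluorescein stocks ranging 3 mM down to 300 nM, plus DMSO blanks, were pinned alongside compounds to build a per-plate standard curve. Buffer: 100 mM Tris, pH 8.0. Incubation 15 min, room temperature; filters 480/540 nm.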
# Caspase-1 inhib – caspase-1 (human) inhibition, allosteric or competitive; P29466; Caspase-1 enzyme, Ac-WEHD-AFC fluorogenic rate; Potency, µM (titrated, usually from 57.5 µM), for inactives: top-dose activity change, negative = inhibition, most hits filed as inhibitors; 75,000 compounds, 0.03% hits;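 also: potency is read from the fitted curve at half-maximal effect; plate controls were vehicle for no effect and no substrate for full effect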
# 4MU fluor – 4-MU region autofluorescence; compound autofluorescence, 340/450 nm, 4-MU equivalents; stronger effect = higher value; max dye-equivalent concentration, M; 59,000 compounds, 11% hits; in the data active = max dye-equivalent concentration above about 10 nM; inconclusive = mostly about 1.1 nM to 9.6 nM
#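 Compounds in 100 mM Tris, pH 8.0, incubated 15 min at room temperature, then fluorescence read at 340 nm excitation/450 nm emission. Signal converted to 4-MU dye-equivalent concentration using an on-plate six-point 4-MU standard curve.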
# BRCT PPI green – blocks human BRCA1 BRCT binding to phosphopeptide, green readout. P38398. BRCA1 BRCT-phosphopeptide binding, green fluorescence polarization. Potency, µM (highest dose often 76.9 µM), for the others: at the highest dose activity change, negative = inhibition, usual class: inhibitors. 75,000 compounds, 0.05% hits;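 also: potency is read from the fitted curve at half-maximal effect; plate controls were peptide without protein for full effect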
#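 Compounds were incubated for 12 min at room temperature with a complex of 100 nM fluorescein-tagged pBACH1 decapeptide and 250 nM His-tagged BRCT protein. Buffer was phosphate pH 7.3 with EDTA, DTT and Tween 20. Disruption of binding lowers the polarization signal.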
# HEK293 cAMP cs – raises cAMP in parental HEK293 cells, TSHR agonist counter-screen; parental HEK293 CNG cAMP sensor, membrane potential fluorescence; Potency, µM (titrated, usually from 57.1 µM), inactives show at the top dose activation, usual class: activators; 73,000 compounds, 2.5% hits; also: potency is read from the fitted curve at half-maximal effect; % of control where 0% means no effect; nearly all actives have a fitted effect of over 55% in size
#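 Counterscreen for endogenous-receptor signalling: CNG-channel HEK 293 cells report cAMP rise by membrane depolarization. After 60 min dye equilibration with 100 uM RO 20-1724, compounds incubated 30 min before bottom-read fluorescence at 590 nm.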
# Rhodamine autofl – compound autofluorescence in rhodamine spectral region; Rhodamine-region fluorescence, 547/598 nm, Tris buffer; stronger effect = higher value; max dye-equivalent concentration, M; 59,000 compounds, 0.05% hits; in the data active = max dye-equivalent concentration above about 11 nM; inconclusive = between about 1.1 nM and that limit
#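 Read-out is relative fluorescence at 547 nm excitation and 598 nm emission, expressed as dye-equivalent concentration using rhodamine standards on every plate. Each compound was profiled across a concentration series after 15 min in 100 mM Tris, pH 8.0.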
# USP2a inh – inhibitors of human ubiquitin-specific protease USP2a; 60,000 compounds, 0.1% hits; USP2a enzymatic assay, qHTS inhibition; Potency, µM (highest dose often 38.3 µM), for the others: top-dose activity change, negative = inhibition, usual class: inhibitors;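 also: potency is read from the fitted curve at half-maximal effect; nearly all actives have a fitted effect of over 60% in size; plate controls were DMSO for no effect and NEM full inhibition control for full effect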
# Target sequence (O75604 whole entry, looked up): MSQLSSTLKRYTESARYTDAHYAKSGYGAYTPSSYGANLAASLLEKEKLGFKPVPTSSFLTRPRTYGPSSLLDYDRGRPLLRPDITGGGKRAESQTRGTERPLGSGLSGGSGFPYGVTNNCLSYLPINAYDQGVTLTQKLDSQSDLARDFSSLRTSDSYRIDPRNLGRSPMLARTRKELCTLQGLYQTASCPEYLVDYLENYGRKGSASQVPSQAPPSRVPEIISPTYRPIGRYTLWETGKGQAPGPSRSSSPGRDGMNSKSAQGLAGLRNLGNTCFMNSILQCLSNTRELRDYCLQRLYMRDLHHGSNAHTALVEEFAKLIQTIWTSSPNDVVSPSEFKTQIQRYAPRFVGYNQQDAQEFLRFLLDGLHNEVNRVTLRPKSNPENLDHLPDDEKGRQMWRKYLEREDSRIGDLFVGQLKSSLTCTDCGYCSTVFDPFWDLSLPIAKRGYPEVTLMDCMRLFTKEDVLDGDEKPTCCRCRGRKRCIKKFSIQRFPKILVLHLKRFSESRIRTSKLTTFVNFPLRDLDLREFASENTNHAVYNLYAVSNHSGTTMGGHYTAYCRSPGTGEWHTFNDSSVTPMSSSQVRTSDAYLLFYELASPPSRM
#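 USP2 core (20 nM final) was preincubated with compound for 30 min at RT in 20 mM Tris-HCl pH 8.0, 2 mM CaCl2, 2 mM beta-mercaptoethanol; Ub-PLA2 (20 nM) plus NBD C6-HPC (20 uM) then added, fluorescence read after 2.5 h.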
# BRCT inh red – BRCT-phosphoprotein interaction inhibition (red fluorophore); P38398; BRCT-phosphopeptide binding, red fluorescence polarization; Potency, µM (doses to about 76.9 µM), inactives show at the highest dose activity change, negative = inhibition, actives largely listed as inhibitors; 75,000 compounds, 0.03% hits; AID 892; also: % is scaled to controls: 0 for no effect and ±100 for the full control effect
#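 Rhodamine-labelled pBACH1 10-mer (100 nM) bound to BRCT domain (100 nM) at pH 7.3; compounds incubated 12 min room temperature, polarization read. Free peptide defines full inhibition; unlabelled decapeptide titrated as control.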
# TexasRed autofl – Texas Red region autofluorescence | 59,000 compounds, 0.06% hits | max dye-equivalent concentration, M | AID 587 | Compound fluorescence, Texas Red channel, 547/618 nm; stronger effect = higher value; in the data active = max dye-equivalent concentration above about 10 nM; inconclusive = between about 1.1 nM and that limit
#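 Dye-equivalent concentrations come from scaling compound signal (ex 547, em 618 nm) to six Texas Red standard concentrations run on every plate, after 15 min room-temperature incubation in pH 8.0 Tris (100 mM).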
# * marks the source's active call; other numbers are inactive results; i = inactive; ? = inconclusive; · = no result given; [ ] = dose if it differs, or a comment. Unless noted, calls follow the shape of the dose curve; as a rule, active = well fitted curve in the direction sought with a large enough effect; inconclusive = small, poorly fitted or top-dose-only effect, or another doubt; inactive = no such curve, though single readings can be large; an effect the other way counts as inactive or inconclusive. This is a subset. The share of hits here may be higher or lower than overall.
SMILES,A350 autofl,Casp7 inh,Fluorescein autfl,Caspase-1 inhib,4MU fluor,BRCT PPI green,HEK293 cAMP cs,Rhodamine autofl,USP2a inh,BRCT inh red,TexasRed autofl
COC(=O)c1ccc(CN2CCN(Cc3ccc(C(=O)OC)o3)CC2)o1,?,6%,?,-1%,i,-0.3%,-1%,i,-5%,-0.5%,i
COc1cccc2c(=O)n(CC(=O)N3CCCCCC3)ccc12,·,2%,·,-1%,·,-1.4%,4%,·,·,-0.9%,·
O=C(CCC1CCCC1)N1CCN(C(=O)COc2ccccc2)CC1,·,-1%,·,0%,·,-0.7%,18%,·,9%,-3.2%,·
CC(=O)Nc1ccc(NC2(C)C(=O)c3ccccc3C2=O)cc1,·,-1%,·,2%,·,1.4%,2%,·,-15%,0.6%,·
CC1CCCCN1C(=O)Cn1c(=O)n(CCC(=O)NCc2ccco2)c(=O)c2sccc21 (stereo unspecified),i,-2%,?,3%,i,0.4%,7%,i,-5%,-0.2%,?
CCCC(c1cc(C(C)(C)C)c(O)cc1C)c1cc(C(C)(C)C)c(O)cc1C,i,-5%[11.5 µM],?,2%[11.5 µM],i,1.7%[15.4 µM],-1%[11.4 µM],i,·,-0.3%[15.4 µM],i
CCOC(=O)N1CCN(C(=O)c2cc(C)no2)CC1,·,-1%,·,-2%,·,0.0%,1%,·,·,-1.0%,·
COc1ccc(/C(CC2(O)C(=O)Nc3ccccc32)=N\O)cc1 (stereo unspecified),i,-1%,i,0%,i,-1.2%,0%,i,-6%,0.5%,i
c1ccc(CSCCc2ccncc2)cc1,i,1%[11.5 µM],i,3%[11.5 µM],i,-0.9%[15.4 µM],6%[11.4 µM],i,·,-0.2%[15.4 µM],i
[O-]/[N+](=C/c1cccnc1)c1ccc(Br)cc1,·,0%,·,1%,·,-1.1%,9%[11.4 µM],·,11%[7.66 µM],-2.6%,·
O=C1C2ON(c3ccccc3)C(c3ccccc3F)C2C(=O)N1c1ccccc1 (stereo unspecified),i,-4%,?,-4%,?,-0.4%,?,i,15%,0.6%,i
c1ccc(C2=NCCCN2)cc1,i,0%,?,1%,i,-2.8%,?,i,-3%,0.7%,i
Cc1cc(NC(=O)C2CC(c3cccc(Br)c3)=NO2)no1 (stereo unspecified),i,-1%,i,0%,i,-0.1%,27%,i,20%,0.9%,i
COC(=O)c1ccc2[nH]c(C)c(CN3CCCC3)c(=O)c2c1,5.1e-08M*,-30%,?,?,3.6e-08M*,-1.1%,10%,i,-5%,-3.2%,i
S=C1SCN(C2CCCCCCCCCCC2)CN1C1CCCCCCCCCCC1,i,-1%[11.5 µM],i,-1%[11.5 µM],i,-1.1%[15.4 µM],-17%[11.4 µM],i,·,1.0%[15.4 µM],?
CC1CC(C)CN(CCCNC(=O)c2ccc(CS(=O)(=O)Cc3ccccc3F)o2)C1 (stereo unspecified),i,-1%,i,-1%,i,-2.0%,7%,i,-1%,-0.5%,i
CCOC(=O)N1CCN(c2cc(C)nc3nc(C)nn23)CC1,·,-1%,·,-1%,·,-2.2%,-3%,·,·,0.7%,·
COc1cccc(Nc2ncc3nc(CCc4ccccc4)c(=O)n(C[C@H]4CCCO4)c3n2)c1,i,-28%,i,-17%,i,19%,8%,i,140%[activator],2.8%,i
COc1cc(C(=O)N2CCN(C(=O)C3CC3)CC2)cc(OC)c1OC,i,1%,i,-3%,i,-2.8%,-3%,i,-2%,1.2%,i
CCOC(=O)C1CCCN(S(=O)(=O)c2cccc3cccnc23)C1 (stereo unspecified),i,0%,i,-2%,i,1.1%,18%,i,-1%,-1.0%,i
COc1ccc(NC(=O)CC2Oc3ccc(C)cc3NC2=O)cc1 (stereo unspecified),·,1%,·,1%,·,-2.5%,-3%,·,·,1.3%,·
CC(C)(C)c1cnnn1-c1ccc(NC(=O)c2ccc(Br)o2)cc1,?,-2%,i,-1%,i,-0.5%,13%,i,29%,-0.9%,?
O=C(O)CCc1n[nH]c(=S)[nH]c1=O,·,1%,·,-2%,·,0.0%,5%,·,·,1.0%,·
COc1ccc(S(=O)(=O)N2CCCN(CCC(=O)Nc3cccc(C(F)(F)F)c3)CC2)cc1,i,-3%,?,0%,i,-0.7%,?,i,21%,-1.7%,i
Cn1nc(-c2ccc(N3CCOCC3)c(NS(=O)(=O)c3ccccc3)c2)c2ccccc2c1=O,?,-2%,?,0%,i,-0.1%,5%,i,35%[activator],-1.5%,?
Clc1ccc(-c2nnc(-c3cccc4ccccc34)o2)cc1Cl,?,1%[11.5 µM],i,-2%[11.5 µM],?,-1.4%[15.4 µM],-1%[11.4 µM],i,·,0.0%[15.4 µM],i
COc1ccc2[nH]c(=O)c(C(c3nnnn3C3CCCCC3)N3CCN(C)CC3)cc2c1 (stereo unspecified),1.5e-06M*,?,?,?,9.1e-07M*,-0.3%,2%,i,-6%,0.3%,i
COC(=O)N1CCC2(CCCN(Cc3cc(C(F)(F)F)cc(C(F)(F)F)c3)C2)CC1,i,-7%,i,-8%,i,-5.0%,3%,i,11%,-1.3%,i
C=CCSc1nc2ccccc2c(=O)n1Cc1ccco1,i,0%[11.5 µM],i,-1%[11.5 µM],i,0.5%[15.4 µM],8%[11.4 µM],i,·,1.4%[15.4 µM],i
CS(=O)(=O)Nc1cccc(-c2nc(NCc3cccnc3)c3ccccc3n2)c1,i,0%,i,-1%,i,1.2%,-1%,i,45%[activator],-1.9%,i

# Reformatted with values under each structure: part of the list above.
# Values in the order: A350 autofl | Casp7 inh | Fluorescein autfl | Caspase-1 inhib | 4MU fluor | BRCT PPI green | HEK293 cAMP cs | Rhodamine autofl | USP2a inh | BRCT inh red | TexasRed autofl
- COc1ccc(S(=O)(=O)N2CCCN(CCC(=O)Nc3cccc(C(F)(F)F)c3)CC2)cc1
→ i | -3% | ? | 0% | i | -0.7% | ? | i | 21% | -1.7% | i
- Cn1nc(-c2ccc(N3CCOCC3)c(NS(=O)(=O)c3ccccc3)c2)c2ccccc2c1=O
→ ? | -2% | ? | 0% | i | -0.1% | 5% | i | 35%[activator] | -1.5% | ?

# Further results follow:
SMILES,A350 autofl,Casp7 inh,Fluorescein autfl,Caspase-1 inhib,4MU fluor,BRCT PPI green,HEK293 cAMP cs,Rhodamine autofl,USP2a inh,BRCT inh red,TexasRed autofl
Cc1ccc(S(=O)(=O)N2CC(=NO)C2)cc1,i,-6%,?,1%,i,-4.6%,-2%,i,-7%,0.0%,i
Cn1c(C(=O)NCCCN2CCN(c3ccccc3F)CC2)cc2c(=O)n(C)c3ccccc3c21,·,-3%,·,-1%,·,4.8%,?,·,·,-0.7%,·
Cc1noc(C)c1-c1cncnc1NC1CC1,?,2%,i,-2%,?,2.7%,3%,i,-20%,-0.5%,i
COc1ccc(C2CC(c3cccs3)n3nc(N)nc3N2)cc1 (stereo unspecified),·,-2%,·,-1%,·,-1.7%,2%,·,·,0.6%,·
COc1ccc(N(CC(=O)NCc2ccccc2)S(=O)(=O)c2c(C)noc2C)cc1,i,-2%,i,1%,i,-0.9%,17%,i,-8%,0.3%,i
COc1ccc(C(N)=O)cc1NC(=O)c1cccc(F)c1,·,1%,·,-4%,·,0.0%,-2%[11.4 µM],·,·,-0.8%,·
Cn1c(=O)c2c(SC3CCCC3)nc(C3CC3)nc2n(C)c1=O,·,-6%,·,-2%,·,-0.4%,-1%,·,·,1.2%,·
Cc1ccc(C)c(N(CC(=O)NC2CCCCC2)C(=O)CCC(=O)Nc2ccccn2)c1,i,1%,i,1%,i,1.0%,?,i,·,1.3%,i
COc1ccc(-c2nc(CS(=O)CC(=O)NCC3CCCO3)c(C)o2)cc1 (stereo unspecified),·,-3%,·,0%,·,-3.7%,3%,·,·,0.8%,·
COc1cc(OC)cc(C(=O)Nc2ncc3c(n2)CC(C)CC3=O)c1 (stereo unspecified),i,-1%,i,-1%,i,-1.2%,3%,i,10%,-0.4%,i
CCCn1c(C)nc2c(NCC3CCCN3CC)nc(C)nc21 (stereo unspecified),·,0%,·,-1%,·,-1.5%,84%,·,·,-2.0%,·
CC(=O)O[C@]1(C)CC[C@]23CC1C(C)(C)C2CC[C@@H]3C (stereo partly specified),·,1%,·,2%,·,-2.3%,·,·,-9%,-0.4%,·
O[C@@H]1C2CCCC1[C@]1(O)CCCCC1C2 (stereo partly specified),5.3e-07M*,2%,i,-1%,4.9e-07M*,-2.5%,-7%,i,-4%,1.6%,?
CCN(CC)CCN1C(=O)C(=O)/C(=C(/O)c2c(C)[nH]c(C(=O)OC)c2C)C1c1ccco1 (stereo unspecified),i,·,?,·,i,·,·,i,·,·,i
COC(=O)N1CCC2(CCN(C(=O)Nc3ccc(OC)cc3)CC2)CC1,i,0%,1.5e-08M*,0%,i,-5.4%,16µM*,i,2%,0.6%,i
O=C(CSc1nc(-c2ccco2)cc(C(F)(F)F)n1)NCc1cccs1,i,-2%,?,-2%,i,0.3%,24%,i,-9%,-1.6%,i
CC1CCc2c(nc3ncnn3c2N2CCN(c3ccccc3)CC2)C1 (stereo unspecified),i,-2%,i,0%,i,0.6%,25µM*,i,16%,0.0%,?

# High-throughput results from PubChem.
